# Screening results deposited in PubChem by several laboratories.
# TMEM16A act: activators or potentiators of mouse TMEM16A chloride channel; hit rate 0.3% among 340,000; B-score at 10 µM; Q8BHY3; HEK293 TMEM16A/YFP-H148Q/I152L, iodide quench fluorescence; active compounds read low;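 active means fluorescence-ratio B-score plate-corrected deviation score at least 3 library SD below zero, with starting fluorescence score within 5 deviations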;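 further: channel opened by trigger with iodide after compound preincubation; score built on the fluorescence ratio of max minus min over baseline; more negative score means more quench and so TMEM16A activation or potentiation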
# HDAC3 inh: inhibitors of human histone deacetylase 3; O15379; recombinant HDAC3, fluorogenic peptide/trypsin coupled, fluorescence; hit rate 0.15% among 320,000; inhibition, % at 8.3 µM; in the data active means inhibition above about 26%, passing the limit was not always enough; inconclusive means no clear call, values can overlap the other calls
# Target sequence (O15379 whole entry, looked up): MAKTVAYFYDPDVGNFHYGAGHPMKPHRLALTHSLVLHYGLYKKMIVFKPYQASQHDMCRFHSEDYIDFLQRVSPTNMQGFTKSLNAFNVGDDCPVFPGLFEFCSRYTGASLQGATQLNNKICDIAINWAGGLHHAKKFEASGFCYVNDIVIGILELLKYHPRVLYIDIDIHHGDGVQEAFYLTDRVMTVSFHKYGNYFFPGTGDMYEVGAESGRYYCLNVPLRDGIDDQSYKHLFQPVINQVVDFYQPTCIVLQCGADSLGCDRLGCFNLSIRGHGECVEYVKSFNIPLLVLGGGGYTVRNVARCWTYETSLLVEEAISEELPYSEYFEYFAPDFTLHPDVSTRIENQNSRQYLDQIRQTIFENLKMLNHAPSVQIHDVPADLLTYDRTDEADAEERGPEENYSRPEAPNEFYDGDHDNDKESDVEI
# * = called active by the depositor; i = inactive; ? = inconclusive. A portion of the library; count on the stated rates, not on these rows.
TMEM16A act	HDAC3 inh	mol
i	-2.2	N#Cc1cccc(NC(=O)COC(=O)c2ccc[n+]([O-])c2)c1
i	2.0	CC(=O)c1ccc(S(=O)(=O)NCCC(=O)NCCc2c[nH]c3ccccc23)cc1
i	-1.9	Cc1nc(SCC(=O)N(CC(C)C)C2CCS(=O)(=O)C2)c2ccccc2n1 (stereo unspecified)
i	2.6	CC(=O)c1ccc(S(=O)(=O)N2CCN(CC(=O)Nc3ccccc3C(=O)NC3CC3)CC2)cc1
i	33.4*	CN(C)c1ccc(NC(=O)COC(=O)c2ccc3c(c2)OCO3)cc1
i	-0.7	Cc1noc(NS(=O)(=O)c2ccc(NC(=O)c3ccc(F)cc3)cc2)c1C
i	9.9	CN(CC(=O)NC(=O)NC1CCCCC1)Cc1ccccc1
i	-4.8	CCOC(=O)N1CCN(C(=O)COC(=O)c2cc(Cl)cc(Cl)c2)CC1
i	7.0	O=C(NC[C@H]1CCCO1)c1cccc2c1C(=O)c1ccc(-c3ccc(F)cc3OCc3ccccc3)cc1S2(=O)=O
i	8.4	O=C(NC1CCS(=O)(=O)C1)c1ccccc1Cl (stereo unspecified)
i	13.9	Cc1ccc(S(=O)(=O)N2CCCCC2)cc1NC(=O)COC(=O)c1ccc(=O)[nH]c1
i	-0.1	CCCNC(=O)C(Cc1ccc(I)cc1)NC(=O)C1CC1 (stereo unspecified)
i	-5.8	O=C(Cc1c(F)cccc1Cl)NNC(=O)c1ccccc1Cl
i	9.9	CCN(CC)c1ccc(C(=O)NNC(=O)CNC(=O)c2cccs2)cc1
i	0.3	COC(=O)C(Cc1ccccc1)NC(=O)CNC(=O)c1ccc(Br)o1 (stereo unspecified)
i	-0.8	COc1ccc(-c2nc(S(=O)(=O)c3ccccc3)c(NCCCN3CCOCC3)o2)cc1
i	0.1	COc1ccc(NC(=O)Nc2cccc3c2O[C@H](CN(C)S(=O)(=O)c2ccccc2)[C@@H](C)CN([C@H](C)CO)C3=O)cc1
i	-1.6	CC(C)(CNC(=O)c1ccc(S(=O)(=O)Nc2ccc(Cl)cc2)cc1)N1CCOCC1
i	-0.3	O=C(COC(=O)CC1CC2CCC1C2)NCc1ccc(F)cc1 (stereo unspecified)
i	-9.0	CC1CCC(NC(=O)CN2C(=O)NC3(CCCCC3C)C2=O)CC1 (stereo unspecified)

# New compounds follow.
TMEM16A act	HDAC3 inh	mol
i	3.0	Cn1c(=O)c2c(ncn2CC(=O)OCC(=O)Nc2ccc(F)cc2Cl)n(C)c1=O
i	-0.1	COc1ccc(NS(=O)(=O)c2cccc(C(=O)NCC(c3cccs3)N3CCOCC3)c2)cc1 (stereo unspecified)
i	11.6	CC(C)[C@H](NS(=O)(=O)c1ccccc1)C(=O)OCC(=O)NCc1ccc2c(c1)OCO2
i	2.1	COc1ccc(C(CNC(=O)CCC(=O)c2ccc(C)s2)N2CCOCC2)cc1 (stereo unspecified)
i	-0.3	CC(=O)Nc1ccc(S(=O)(=O)N(C)CC(=O)OCC(=O)c2ccc[nH]2)cc1
i	3.2	COc1cc(OC)cc(-c2c(C#Cc3ccsc3)c3cc(-c4ccc5[nH]ccc5c4)ccc3n2C)c1
i	20.5	CC(C)C[C@@H](CNC(=O)OC(C)(C)C)NC(=O)c1nc[nH]c1C(=O)N[C@@H](CC(C)C)C(=O)CNC[C@H](CC(C)C)NC(=O)c1nc[nH]c1C(=O)N[C@@H](Cc1c[nH]c2ccccc12)C(=O)OC(C)(C)C
i	-2.2	O=C(CSc1nncs1)NC1CCCCCCC1
i	4.1	Nc1ccccc1O
i	5.9	O=C(COC(=O)c1ccc(Cl)nc1)NC1CCCc2ccccc21 (stereo unspecified)
i	4.8	COc1cccc(CCC(=O)Nc2cccc(S(=O)(=O)N3CCCC3)c2)c1OC
i	-0.4	Cc1sc2nc(CSCC(=O)NC3(C#N)CCCCC3)[nH]c(=O)c2c1C
i	-2.6	CCc1noc(C)c1C(=O)OC(C)C(=O)Nc1ccc2c(c1)OCO2 (stereo unspecified)
i	-3.1	Cn1c(SCC(=O)NC2CC2)nnc1-c1ccc(Cl)cc1
i	-2.0	Cc1nn(CC(=O)N(C)C2CCS(=O)(=O)C2)c(C)c1S(=O)(=O)N(C)C (stereo unspecified)
i	4.8	CC(NC(=O)C12CC3CC(CC(C3)C1)C2)C(=O)NN=Cc1ccc([N+](=O)[O-])o1 (stereo unspecified)
i	6.4	O=C(OCC(=O)N1CCCC1)c1cc(=O)c2ccccc2o1
i	-1.5	O=C(c1ccccc1)c1ccc(C(=O)N2CCN(c3ccccc3Cl)CC2)cc1
i	9.8	COC(=O)[C@]1(C)N[C@H](CN(C)C(=O)c2ccc(F)cc2)[C@@H]2C(=O)N(Cc3ccccc3)C(=O)[C@@H]21
i	-0.7	CCOc1ccccc1NC(=O)C1CCCN1C(=O)c1cccs1 (stereo unspecified)

# Following part:
TMEM16A act	HDAC3 inh	mol
i	4.4	COc1ccc(NS(=O)(=O)c2cc(NC(=O)c3ccc(=O)[nH]n3)ccc2N2CCOCC2)cc1
i	-0.1	O=C(COC(=O)c1ccc[n+]([O-])c1)Nc1ccccc1OC(F)F
i	-0.7	CCOc1ccc(CCN2C(=O)C3C4CCC(O4)C3C2=O)cc1OCC (stereo unspecified)
i	4.1	CCC1Nc2ncnc(N3CCc4ccccc4C3)c2N(Cc2ccc(Cl)cc2)C1=O (stereo unspecified)
i	-1.4	Cc1c(C)c2cccnc2c2ncccc12
i	-11.7	Cc1cc(C(=O)OCC(=O)NCc2ccccc2)c2ccccc2n1
i	2.3	CCN(CC(=O)Nc1cc(Cl)ccc1C)C(=O)c1ccc(N2CCCC2=O)cc1
i	-0.8	O=C(CNC(=O)c1ccc(Br)o1)NNC(=O)c1ccc(Br)cc1
i	-0.4	CC(Sc1n[nH]c(-c2cccs2)n1)C(=O)Nc1ccccc1F (stereo unspecified)
i	-0.5	CN(C(=O)c1ccc(N2CCCCC2)c([N+](=O)[O-])c1)C1CCS(=O)(=O)C1 (stereo unspecified)
i	-8.3	O=C(NCc1ccc(F)cc1)c1cccc(S(=O)(=O)N2CCOCC2)c1
i	12.0	COc1cc(OC)cc(C(=O)NCC(=O)NCCN2C(=O)S/C(=C\c3ccccc3Cl)C2=O)c1
i	11.5	CCOC(=O)Cc1csc(NC(=O)c2cc(C)c(C)s2)n1
i	-1.1	O=C(OCc1nnc(-c2ccc([N+](=O)[O-])cc2)o1)C1CCN(C(=O)c2ccc(F)cc2)CC1
i	1.9	O=C(CSc1nnc(Nc2ccccc2)s1)NC1CC1
i	-10.1	O=C(CN1C(=O)NC2(CCCC2)C1=O)Nc1cc(S(=O)(=O)N2CCCCC2)ccc1Cl
i	-4.9	CC(C)COc1ccc(C(=O)NNC(=O)c2ccc(=O)[nH]c2)cc1
i	-0.3	COc1ccc(S(=O)(=O)N2CCCCCC2)cc1C(=O)OCC(=O)NC1CCS(=O)(=O)C1 (stereo unspecified)
i	11.5	O=C(N[C@@H]1C/C=C\C[C@H](CC(=O)N(CCO)Cc2ccccc2)C(=O)NC[C@@H](c2ccccc2)OC1=O)OCC1c2ccccc2-c2ccccc21
i	-5.3	COc1cc(OC)cc(-c2c(-c3ccc(F)cc3)c3cc(Br)ccc3n2C)c1

# Single records (already shown).
# Entry for `CC1CCC(NC(=O)CN2C(=O)NC3(CCCCC3C)C2=O)CC1` (stereo unspecified) = TMEM16A act = i; HDAC3 inh = -9.0
# Entry for `Cc1cc(C(=O)OCC(=O)NCc2ccccc2)c2ccccc2n1` = TMEM16A act = i; HDAC3 inh = -11.7

# Carrying on:
TMEM16A act	HDAC3 inh	mol
i	-8.6	O=C(COC(=O)c1ccc(S(=O)(=O)N2CCOCC2)cc1)Nc1ccccc1OC(F)F
i	-8.1	O=C(Nc1ccccn1)C1CCN(S(=O)(=O)c2ccc3c(c2)OCCO3)CC1
i	-0.1	O=C(COC(=O)c1c[nH]c(=O)[nH]c1=O)Nc1cccc([N+](=O)[O-])c1
i	13.0	C[C@H](CO)N1C[C@H](C)[C@@H](CN(C)C(=O)Nc2ccc(C(F)(F)F)cc2)Oc2c(NS(=O)(=O)c3ccccc3)cccc2C1=O
i	-1.5	O=C(CN1C(=O)c2cccc([N+](=O)[O-])c2C1=O)NNC(=O)c1ccc(F)cc1
i	4.8	COc1ccc([N+](=O)[O-])cc1NC(=O)C(C)OC(=O)CC1CCCC1 (stereo unspecified)
i	-5.0	Cc1cc(-n2c(C)cc(C(=O)COc3ccc(Cl)cc3C(N)=O)c2C)no1
i	-5.3	CN(C)C(CNC(=O)CSC(=S)N1CCCC1)c1ccccc1 (stereo unspecified)
i	-4.2	NC(=O)c1ccc(-c2noc(-c3ccccc3F)n2)cc1
i	-5.2	CCOc1ccccc1NC(=O)COC(=O)c1nc2nccc(C)n2n1
i	0.3	Cc1cc(-n2c(C)cc(C(=O)CSc3nncn3C)c2C)no1
i	0.8	COc1ccc(NS(=O)(=O)c2cccc(C(=O)O)c2)cc1S(=O)(=O)N1CCOCC1
i	-1.0	Cc1ccc(S(C)(=O)=O)cc1C(=O)OCC(=O)N(Cc1ccccc1)Cc1ccccc1
i	2.7	Cc1cc(F)ccc1S(=O)(=O)N(CC(=O)N1CCOCC1)CC(=O)N1CCOCC1
i	5.1	CCOC(=O)Cc1csc(NC(=O)c2cc(-c3ccncc3)nc3ccccc23)n1
i	-4.0	CCOc1ccc(OCCCC(=O)Nc2cc(Cl)ccc2-n2cncn2)cc1
i	-5.4	CCN(c1ccccc1)S(=O)(=O)c1ccc(C(=O)NC2CCN(Cc3ccccc3)CC2)cc1
i	0.4	Cc1ccc(S(=O)(=O)N2CCOCC2)cc1NC(=O)CSc1nnc(C2CC2)n1C1CC1
i	?	FC(F)(F)c1cc(CCN2CCNC[C@@H]2CC2CCCCC2)cc(C(F)(F)F)c1
i	11.5	O=C(Cn1cc(C(F)(F)F)cc(Cl)c1=O)Nc1cccc(S(=O)(=O)N2CCCCC2)c1

# Next part; it opens with the 7 that closed the last part.
TMEM16A act	HDAC3 inh	mol
i	2.7	Cc1cc(F)ccc1S(=O)(=O)N(CC(=O)N1CCOCC1)CC(=O)N1CCOCC1
i	5.1	CCOC(=O)Cc1csc(NC(=O)c2cc(-c3ccncc3)nc3ccccc23)n1
i	-4.0	CCOc1ccc(OCCCC(=O)Nc2cc(Cl)ccc2-n2cncn2)cc1
i	-5.4	CCN(c1ccccc1)S(=O)(=O)c1ccc(C(=O)NC2CCN(Cc3ccccc3)CC2)cc1
i	0.4	Cc1ccc(S(=O)(=O)N2CCOCC2)cc1NC(=O)CSc1nnc(C2CC2)n1C1CC1
i	?	FC(F)(F)c1cc(CCN2CCNC[C@@H]2CC2CCCCC2)cc(C(F)(F)F)c1
i	11.5	O=C(Cn1cc(C(F)(F)F)cc(Cl)c1=O)Nc1cccc(S(=O)(=O)N2CCCCC2)c1
i	4.6	CN(C(=O)c1cccc(NC(=O)Cc2ccc([N+](=O)[O-])cc2)c1)C1CCCCC1
i	7.5	Cc1cccc(NC(=O)CNC(=O)CN2CCN(C)CC2)c1C
i	8.2	CN(CC(=O)Nc1ccc(OC(F)(F)F)cc1)C(=O)/C=C/c1ccco1
i	-2.7	Cc1cc(NC(=O)COC(=O)C2=NN(c3ccccc3)C(=O)CC2)c([N+](=O)[O-])cc1C
i	-10.1	C[C@H](NC(=O)c1ccc(Cl)cc1)C(=O)OCn1nnc2ccccc2c1=O
i	-2.9	CC1(NC(=O)Cc2csc(-c3cccc(Cl)c3)n2)CCS(=O)(=O)C1 (stereo unspecified)
i	10.2	CC1CCCC(NC(=O)COC(=O)COc2ccc(Br)cc2)C1C (stereo unspecified)
i	-2.1	O=C(c1cc(-c2cccc3ccccc23)nc2ccccc12)N1CCN(CCO)CC1
i	-4.2	COc1ccc(/C=C/C(=O)OCC(=O)c2ccc[nH]2)cc1
i	-1.5	CCC1CCCCN1C(=S)NC(=O)c1ccco1 (stereo unspecified)
i	12.8	Cc1ccccc1CC(=O)OCC(=O)Nc1ccc(C)c(S(=O)(=O)N2CCCCC2)c1
i	-3.3	O=C(N/N=C/c1ccc(O)c(O)c1)c1ccc(-n2cnnn2)cc1
i	21.7	C[C@@H]1CN([C@H](C)CO)C(=O)c2cccc(NC(=O)Nc3ccc(F)cc3)c2O[C@H]1CN(C)C(=O)Nc1ccc(C(F)(F)F)cc1
i	3.3	COc1cc(C(=O)COC(=O)c2ccc([N+](=O)[O-])o2)cc(OC)c1OC
i	-1.0	O=C1C=C(c2ccc3[nH]ccc3c2)C[C@@H](c2ccc(Cl)cc2)C1
i	3.4	CCOC(=O)C1CCCN(C(=O)c2sc3nc4n(c(=O)c3c2C)CCC4)C1 (stereo unspecified)
i	-2.0	CCOC(=O)C1CCCN(C(=O)c2ccc3ncsc3c2)C1 (stereo unspecified)
i	7.6	Cc1ccc(OCCCC(=O)Nc2ccc3c(c2)OCCO3)cc1
i	3.0	CCN(CC(=O)Nc1ccc(OC)cc1)C(=O)CSCc1ccc(C)cc1
i	0.1	Cc1nn(CC(=O)NC2(C#N)CCCCC2)c(C)c1[N+](=O)[O-]

# Next compounds follow:
TMEM16A act	HDAC3 inh	mol
i	-11.1	N#Cc1ccsc1NC(=O)COC(=O)c1ccc(Br)o1
i	1.5	COc1cccc(N2CCN(C(=O)CCC(=O)c3ccc(Cl)s3)CC2)c1
i	-2.1	O=C(COc1ccccc1[N+](=O)[O-])Nc1cccc(S(=O)(=O)N2CCCC2)c1
i	-3.1	CCN(CC(=O)Nc1c(F)cccc1F)C(=O)c1cn2ccccc2n1
i	12.9	CC(C)(C)OC(=O)NCCCCCNC(=O)c1nc[nH]c1C(=O)NCCCCCNC(=O)OC(C)(C)C
i	6.3	Cc1cc(C)cc(C(=O)NCC(=O)OCC(=O)NC2CC2)c1
i	-0.9	COc1ccc(C2=CC(=O)C[C@H](c3ccc4c(c3)OCO4)C2)cn1
i	1.8	CC(C)c1ccc(CSc2ccc(S(=O)(=O)N3CCOCC3)cn2)cc1
-22.4*	3.0	O=S(=O)(Nc1cc(S(=O)(=O)N2CCOCC2)ccc1O)c1ccc2c(c1)OCCCO2
i	-1.9	O=S(=O)(c1ccc2nnn(O)c2c1)N1CCOCC1
